ASM inhibitor – blocks human secretory acid sphingomyelinase; P17405; placental ASM, HMU-PC fluorogenic substrate, 60 min; Potency, µM (titrated, usually from 57.5 µM), for the others: top-dose activity change, negative = inhibition, usual class: inhibitors; actives 0.006% (n = 340,000); further: potency means the concentration at half of the fitted maximal effect
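Human placenta-derived ASM enzyme was preincubated with compound for 10 minutes at room temperature, then given fluorogenic substrate HMU-PC0 (9 uM final) for 60 minutes at 37 °C; a pH 10 stop preceded fluorescence reading at Ex 386/Em 447 nm.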
a7 integrin act – activators of alpha7 integrin expression for muscular dystrophy; alpha7betagal myoblasts, beta-gal FDG fluorescence, 48 h; Potency, µM (highest dose often 38.3 µM), without a hit: at the highest dose activation, usual class: activators; actives 0.064% (n = 350,000); AID 624291;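 further: potency means the concentration at half of the fitted maximal effect; 100% = response of the positive control SU9516; nearly all actives have a fitted effect of over 60% in size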
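Alpha7betagal+/- myoblasts (passage 13) were plated 16-24 hr, then exposed to compounds (1:260 dilution of DMSO stock) for 48 hours at 37C. After MPER lysis, β-galactosidase reporter activity was read as FDG fluorescence (ex 480/em 540) after 30 minutes.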
BCR signal inh – blocks chronic active B-cell receptor signaling | actives 0.05% (n = 340,000) | AID 493014 | ABC-DLBCL IkBa-CBG/CBR reporter, luminescence ratio, 4 h | Potency, µM (series often up to 46.1 µM), inactives show at the top dose ratio change, negative = lower green/red ratio, actives largely listed as inhibitors; active means well fitted inhibition curve with a large enough effect in the signal ratio, with a control signal flat, not every such curve was filed as active; inconclusive means small, poorly fitted or top-dose-only effect, or effect the other way, or a change in a side signal; the % refers to the signal ratio;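 further: potency means the concentration at half of the fitted maximal effect; plate controls were basal doxycycline-induced cells for no effect and cells given 10 µM MG132 for full effect; MG132 reads +100%, hits lower the ratio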
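Concentration-response series (up to 46 uM) were applied to TMD8 dual-reporter cells for 4 h at 37C with doxycycline. Green/red ratio, after filter-overlap correction, defined %Activity; red signal alone was normalised to basal cells and zero luminescence.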
ELG1 repair inh – ELG1-dependent DNA repair inhibition. HEK293T ELG1-luciferase reporter, luminescence, 16 h; DNA damage induced by 5-fluorouridine. Potency, µM (top dose mostly 46.1 µM), inactives show at the highest dose activity change, negative = inhibition, actives largely listed as inhibitors. actives 2.3% (n = 330,000). AID 504467; further: potency means the concentration at half of the fitted maximal effect; on the % scale 0 is the no-effect control and ±100 the full control effect; nearly all actives have a fitted effect of over 55% in size
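Overnight (16 hr) co-exposure of 2,000 cells/well to 5-fluorouridine and compound at 37 °C preceded detection. Luciferase was quantified via ONE-Glo luminescence; loss of signal denotes inhibition.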
Eya2 phos inh – blocks the phosphatase activity of human Eya2; O00167; recombinant Eya2, OMFP fluorescence dephosphorylation (OMFP is methylfluorescein phosphate); Potency, µM (series often up to 76.9 µM), inactives show at the highest dose activity, negative = inhibition, hits mostly inhibitors; actives 0.006% (n = 330,000); AID 488837; further: potency means the concentration at half of the fitted maximal effect; on the % scale 0 is the no-effect control and ±100 the full control effect
Target sequence (O00167 whole entry, looked up): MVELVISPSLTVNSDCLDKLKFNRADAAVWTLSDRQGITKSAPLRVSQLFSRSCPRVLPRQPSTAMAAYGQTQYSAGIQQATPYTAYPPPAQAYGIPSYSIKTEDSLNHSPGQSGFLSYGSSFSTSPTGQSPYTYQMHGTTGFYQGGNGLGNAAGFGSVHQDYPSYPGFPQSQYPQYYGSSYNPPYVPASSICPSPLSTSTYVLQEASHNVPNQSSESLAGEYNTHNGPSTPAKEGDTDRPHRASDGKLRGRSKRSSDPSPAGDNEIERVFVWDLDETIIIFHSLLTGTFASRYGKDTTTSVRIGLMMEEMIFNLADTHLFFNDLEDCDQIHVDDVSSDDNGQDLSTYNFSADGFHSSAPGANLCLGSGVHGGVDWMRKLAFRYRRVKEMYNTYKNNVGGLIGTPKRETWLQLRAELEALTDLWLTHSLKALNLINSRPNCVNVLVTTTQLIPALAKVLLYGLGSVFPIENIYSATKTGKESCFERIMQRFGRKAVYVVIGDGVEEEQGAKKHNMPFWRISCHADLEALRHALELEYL
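Eya2 (0.2 uM) preincubated 10 min at ambient with compound, then OMFP substrate added at 50 uM; 10 min reaction in 50 mM HEPES pH 7.5, 50 mM NaCl, 5 uM MgCl2, 0.05% BSA, 1 mM DTT. Fluorescence read at Ex 485/Em 525 nm.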
Mito fusion act – mitochondrial division inhibition or fusion activation; S. cerevisiae fusion-defective mutant growth rescue, CellTiterGlo 48 h; Potency, µM (doses to about 46.1 µM), without a hit: top-dose growth rescue (activation), actives largely listed as activators; actives 0.23% (n = 320,000); AID 485298;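 further: potency means the concentration at half of the fitted maximal effect; % of control where 0% means no effect; nearly all actives have a fitted effect of over 45% in size; temperature-sensitive fusion mutants such as fzo1-1 at 37 °C on non-fermentable ethanol glycerol medium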
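S. cerevisiae fusion-defective temperature-sensitive mutants (e.g. fzo1-1, mgm1-5) grown 48 h at 37C in YPEG (ethanol/glycerol non-fermentable) medium with 23 nl compound per well; growth rescue read as CellTiterGlo luminescence.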
TSHR antagonist – antagonists of human thyroid stimulating hormone receptor; P16473; TSHR-expressing cells, TSH-stimulated cAMP HTRF, 2 h; active compounds read low; activity change, negative = inhibition, % at 11.5 µM; actives 0.2% (n = 330,000);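 active means activity change below a set negative limit, meaning inhibition stronger than a set level, cut at about -70% in these data; inconclusive means activity change between two set negative limits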; further: on the % scale 0 is the no-effect control and ±100 the full control effect
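Read-out is FRET at 665 nm (cryptate excitation 337 nm) from a cryptate-tagged anti-cAMP antibody, competed by cell cAMP against cAMP-d2. Compounds are tested on freshly harvested TSHR cells challenged with 4nM TSH (EC80) for 2 hours at 37 deg C.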
Tb PFK block – inhibitors of T. brucei phosphofructokinase; T. brucei PFK, ADP-Glo luminescence; actives 0.17% (n = 330,000); Potency, µM (series often up to 57.5 µM), without a hit: at the highest dose activity, negative = inhibition, actives largely listed as inhibitors; O15648;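 further: potency means the concentration at half of the fitted maximal effect; 0% = uninhibited 1x PFK enzyme wells and -100% = no-enzyme wells; nearly all actives have a fitted effect of over 60% in size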
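PFK 1.25 nM, F6P 0.5 mM, ATP 0.1 mM, 0.1 M TEA pH 8.0, 5 mM MgCl2, 0.01% Tween20, 0.1% BSA; 45 min RT. ADP-Glo readout. qHTS titration up to 57 uM; curves fitted, compounds curve-classed.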
A-T KAP1 phos – candidate therapy for ataxia-telangiectasia; actives 0.19% (n = 320,000); […] A-T fibroblasts, KAP-1 phosphorylation AlphaLISA; neocarzinostatin DNA damage 30 min before lysis; Potency, µM (highest dose often 57.5 µM), inactives show at the highest dose activation, usual class: activators; AID 485349; further: potency means the concentration at half of the fitted maximal effect; % of control where 0% means no effect; nearly all actives have a fitted effect of over 45% in size
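ATM-like activity read as KAP-1 phosphorylation via AlphaLISA donor/acceptor antibody pairs after lysis and 6 hr at 25C. Cells were ATM-null patient fibroblasts ([…], hTERT), dosed 60 min, then exposed to the DSB inducer NCS for 30 min.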
TCR act – activates T cell receptor signaling; primary human leukocytes, anti-CD3, IL-2 HTRF, 48 h; Potency, µM (titrated, usually from 9.22 µM), inactives show top-dose activation of IL-2 secretion, most hits filed as activators; 330,000 tested, under 10 active; AID 504894; further: % of control where 0% means no effect
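Compounds are tested in HTS on primary human leukocytes co-incubated with a-CD3 beads for 48 hr. IL-2 output is measured by time-resolved FRET.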
TSG101-PTAP inh – blocks PTAP/TSG101 interaction to inhibit HIV-1 budding; Q99816; Fluorescence polarization, FITC-PTAP peptide / Tsg101 binding; Potency, µM (highest dose often 115 µM), inactives show at the top dose activity change, negative = inhibition, actives largely listed as inhibitors; 340,000 tested, under 10 active; AID 493005; active means well fitted inhibition curve with a large enough effect in the main read-out, with a control signal flat, not every such curve was filed as active; inconclusive means small, poorly fitted or top-dose-only effect, or effect the other way, or a change in a side signal; inactive means no such curve, though single readings can be large or run the other way; further: potency means the concentration at half of the fitted maximal effect; % of control where 0% means no effect
Target sequence (Q99816 whole entry, looked up): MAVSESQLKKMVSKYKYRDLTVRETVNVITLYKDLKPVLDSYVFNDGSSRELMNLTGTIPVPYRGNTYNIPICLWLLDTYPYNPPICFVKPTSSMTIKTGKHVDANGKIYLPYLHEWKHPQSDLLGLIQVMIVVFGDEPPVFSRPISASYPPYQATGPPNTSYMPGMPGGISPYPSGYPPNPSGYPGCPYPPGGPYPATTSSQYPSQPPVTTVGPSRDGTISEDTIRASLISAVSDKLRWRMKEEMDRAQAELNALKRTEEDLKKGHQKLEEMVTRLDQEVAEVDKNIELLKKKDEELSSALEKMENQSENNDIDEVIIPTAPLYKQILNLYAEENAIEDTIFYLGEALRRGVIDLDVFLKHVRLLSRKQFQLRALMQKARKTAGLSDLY
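Fluorescence polarization binding of Tsg101 binding domain (10 uM final) to FITC-labeled PTAP peptide (50 nM final) in HEPES pH 7.5 buffer with NaCl, Tween 20, EDTA, TCEP. Compounds added before peptide; binding 20 min at RT.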
Active calls of the source: *; ? = inconclusive; . = not tested or not shown; [ ] = another dose, or the depositor's remark. Unless noted, the call rests on the fitted dose curve; in most records, active means well fitted curve in the direction sought with a large enough effect; inconclusive means small, poorly fitted or top-dose-only effect, or another doubt; inactive means no such curve, though single readings can be large; an effect the other way counts as inactive or inconclusive.

SMILES	ASM inhibitor	a7 integrin act	BCR signal inh	ELG1 repair inh	Eya2 phos inh	Mito fusion act	TSHR antagonist	Tb PFK block	A-T KAP1 phos	TCR act	TSG101-PTAP inh
CCC1=NC(c2ccc(OC)cc2OC)N(O)C1(C)C (configuration not stated)	-5%	15%	.	.	.	1%	.	.	.	5%	-5%
O=C(Nc1ccc2c(c1)CCC2)C1COc2ccccc2O1 (configuration not stated)	-1%	-4%	3%	?	-2%	16%	9	?	23%	6%	-3%
Cn1c(=O)c2c(nc(SCCNS(=O)(=O)c3ccccc3)n2C)n(C)c1=O	-1%	-15%	?	?	4%	-6%	-10	6%	7%	8%	2%
O=C(CSc1nnc(-c2cccc(S(=O)(=O)N3CCCC3)c2)n1-c1ccccc1)Nc1cccc(C(=O)O)c1	0%	17%	1%	8%	3%	0%	11	2%	31%	10%	-1%
COc1ccc(N2CCN(C(=O)CSc3nnc4ncccn34)CC2)cc1	2%	17%[7.66 µM]	-4%	10%	10%	-3%	4	0%	25%	.	-11%
O=C(Nc1ccccc1[N+](=O)[O-])C1(c2ccccc2)CCOCC1	-5%	-22%	-12%	14%	5%	19%	0	-2%	1%	.	-6%
Cc1cc(CNC(=O)COC(=O)Cn2[nH]c(=O)c3ccccc3c2=O)cc(C)c1O	-2%	19%	-10%	4%	5%	-1%	-6	0%	-5%	-2%	-6%
CCOc1ccc(S(=O)(=O)NC2CC2)cc1	5%	5%	0%	18%	-5%	-1%	-1	0%	20%	-1%	-1%
Cc1ccc(OCC(=O)Nc2cc(-c3nn4c(C)nnc4s3)ccc2C)cc1	1%	-17%	2%	1%	-15%	3%	9	-3%	5%	1%	-2%
Cc1cc(=O)n(CCCc2ccccc2)[nH]1	0%	9%	?	1%	1%	-7%	2	-8%	11%	-6%	1%

The closing 2 compounds of the section above open the next one.
SMILES	ASM inhibitor	a7 integrin act	BCR signal inh	ELG1 repair inh	Eya2 phos inh	Mito fusion act	TSHR antagonist	Tb PFK block	A-T KAP1 phos	TCR act	TSG101-PTAP inh
Cc1ccc(OCC(=O)Nc2cc(-c3nn4c(C)nnc4s3)ccc2C)cc1	1%	-17%	2%	1%	-15%	3%	9	-3%	5%	1%	-2%
Cc1cc(=O)n(CCCc2ccccc2)[nH]1	0%	9%	?	1%	1%	-7%	2	-8%	11%	-6%	1%
COc1ccc(NC(=O)C2CCCCN2N)cc1OCC(C)C (configuration not stated)	-4%	-39%	?	15%	-6%	-1%	1	-4%	-4%	.	-5%
O=C(Cn1cc([N+](=O)[O-])cn1)Nc1cccnc1	9%	1%	5%	-19%	-8%	7%	6	-7%	0%	-1%	-3%
O=C(CC(c1cccs1)S(=O)(=O)c1ccccc1)c1ccc(F)cc1 (configuration not stated)	3%	8%	1%	?	6%	-1%	-4	1%	0%	-5%[46.1 µM]	-1%
COc1ccc(OC)c(NC(=O)CSc2nnc3ccc(-c4ccncc4)nn23)c1	-2%	-8%	0%	-6%	-14%	6%	-12	4%	-3%	0%	-10%
COc1cc(CCC(=O)OCC(=O)NCC2CCCCC2)cc(OC)c1OC	1%	-49%[inhibitor]	0%	-14%	4%	2%	5	4%	-5%	-10%	0%
CCC(=O)Nc1cccc(NC(=O)c2ccc(C)cc2Cl)c1	2%	3%	?	?	3%	0%	14	-5%	5%	.	1%
O=C(CCN1CCC(c2ccccc2)C1)c1cccs1 (configuration not stated)	-4%	-34%	15%	0%	-10%	-5%	11	-11%	0%	0%	-8%
Cc1ccc(S(=O)(=O)Nc2ccc(-c3nnc(SCc4ccccc4Cl)o3)cc2)cc1	-11%	7%	?	-2%	1%	14%	16	1%	-13%	6%	0%
COc1cc(-c2nc3n(n2)C(c2ccncc2)C2=C(CCCC2=O)N3)cc(OC)c1OC (configuration not stated)	30%[activator]	-4%	-14%	?	14%	3%	-6	0%	-1%	4%	-3%
CN(C)S(=O)(=O)c1ccc(C(=O)NCc2nnc(SCC(=O)c3ccccc3)o2)cc1	0%	-5%	0%	-22%	-2%	2%	11	1%	5%	-26%	0%
COc1ccc(/C=C(\NC(=O)c2ccccc2)C(=O)NCC2CCCO2)cc1 (configuration not stated)	1%	?	3%	?	12%	-1%	6	5%	-4%	3%	-1%
Cn1cnc([N+](=O)[O-])c1Sc1nnc(-c2cccnc2)n1C	6%	-13%	?	?	19%	-15%	19	0%	4%	1%	0%
CCOC(=O)c1[nH]cnc1C(=O)N1CCN(C(=O)OC(C)(C)C)CC1	-10%	15%	?	23%	11%	1%	-19	0%	4%	-10%	0%
CC1(C(=O)NC2CCCCCCC2)CC1(Cl)Cl (configuration not stated)	4%	-12%	-7%	0%	11%	3%	9	-4%	2%	-6%	-1%
Cc1ccccc1NC(=O)COC(=O)/C=C/c1cccc(C(F)(F)F)c1	3%	8%	3%	21%	0%	0%	6	2%	5%	0%[46.1 µM]	1%
Cc1ccc(SCCC(=O)Nc2ccc(OCc3ccccc3)cc2)cc1	2%	0%	11%	8%	5%	1%	-5	1%	1%	1%[46.1 µM]	1%
CCN(CC)CCCNC(=O)c1cn(C)c2ccc(S(=O)(=O)N(C)C3CCCCC3)cc2c1=O	-1%	-8%	1%	?	11%	-10%	9	-2%	1%	-3%	-14%
COc1cc2cc(C(=O)N/N=C/c3ccccc3Cl)[nH]c2cc1OC	24%	?	2%	?	10%	-11%	6	10%	-1%	-2%	-4%
CC(/C=N/Nc1nc(C)cc(C)n1)=C\c1ccc(C(C)C)cc1	-3%	-15%	?	10%	-3%	-15%	-5	-5%	2%	0%[46.1 µM]	-8%
Cc1ccc(-c2cn(S(=O)(=O)c3cccc4nsnc34)nc2N)cc1	-12%	?	.	.	.	6%	.	.	.	-2%	-4%
COC(=O)c1cc(OC)c(OC)cc1N1C(=O)CCCC1=O	3%	-13%	1%	13%	7%	-4%	1	1%	27%	1%	-3%
COC(=O)c1ccc(NC(=O)Cc2ccc(C)cc2)cc1	-2%	3%	9%	13%	-19%	-1%	8	-1%	2%	1%	-1%
COC(=O)Cc1ccc(NC(=S)N2CCCCC2C)cc1 (configuration not stated)	2%	-25%	-2%	?	11%	-4%	23	-1%	4%	-3%	1%
CCc1ccc(-c2nc(SCC(=O)c3c(N)n(C)c(=O)n(C)c3=O)n[nH]2)cc1	5%	7%	1%	?	8%	.	-16	0%	-1%	0%	-2%
COc1cc(Cl)c(NC2=CC(=O)C(=O)c3ccccc32)c(OC)c1	-1%	-59%[inhibitor]	1%	-10%	14%	7%	5	1%	0%	-1%	-2%
NS(=O)(=O)c1ccc(CCNC(=O)CCNC(=O)c2ccco2)cc1	-2%	10%	-3%	11%	-4%	1%	-8	-3%	-1%	-8%	-1%
CCCOc1ccc(C2c3c(oc4cc(C)c(C)cc4c3=O)C(=O)N2CCCN(C)C)cc1OCC (configuration not stated)	2%	18%	-2%	20%	0%	1%	0	-1%	-4%	0%	-3%
COc1ccccc1CNC(=O)C12CC3CC(CC(C3)C1)C2	4%	-18%	-7%	7%	1%	10%	45	-1%	-9%	0%	0%
N#C/C(=C\Nc1ccccn1)S(=O)(=O)c1ccc(Cl)cc1	10%	36%	-1%	0%	15%	-1%	-5	2%	-4%	9%	0%
O=C(N[C@@H](Cc1ccccc1)C(=O)OCc1ccccc1)c1nc[nH]c1C(=O)N1CCNCC1	-6%	3%	2%	18%	-11%	.	-11	-1%	0%	5%	-8%
O=C(NCC1COc2ccccc2O1)c1ccc(NC(=O)C(c2ccccc2)c2ccccc2)cc1 (configuration not stated)	-1%	?	1%	?	0%	1%	-21	-1%	0%	1%[46.1 µM]	-2%
CNc1nc(SC)nc(N2CCOCC2)n1	0%	-12%	1%	9%	7%	0%	8	-12%	-6%	-3%	-7%

Compound activity deposited in PubChem by National Center for Advancing Translational Sciences (NCATS).
